Screens as filed in PubChem BioAssay.
U2OS ROS induce: cancer cell ROS induction; U2OS ROS induction, H2DCF-DA fluorescence; ROS induction (% of piperlongumine), % at 10 µM; 2% of 46,000 active; AID 624156; in the data active means ROS induction above about 79%, passing the limit was not always enough;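 further: 0% = DMSO vehicle median and 100% = reference compound median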
* hit, by the source's call.

Preview (2 entries):
SMILES | U2OS ROS induce
Cc1noc(C)c1NC(=O)Nc1ccc2c(c1)C(=O)N([C@H](C)CO)C[C@@H](C)[C@@H](CN(C)Cc1ccc(-c3ccccc3)cc1)O2 | 15
C[C@H](CO)N1C[C@H](C)[C@@H](CN(C)C)Oc2c(NC(=O)c3cnccn3)cccc2C1=O | -8

Main list, from the start:
SMILES | U2OS ROS induce
Cc1noc(C)c1NC(=O)Nc1ccc2c(c1)C(=O)N([C@H](C)CO)C[C@@H](C)[C@@H](CN(C)Cc1ccc(-c3ccccc3)cc1)O2 | 15
C[C@H](CO)N1C[C@H](C)[C@@H](CN(C)C)Oc2c(NC(=O)c3cnccn3)cccc2C1=O | -8
Cc1noc(C)c1NC(=O)Nc1ccc2c(c1)CC(=O)N([C@@H](C)CO)C[C@H](C)[C@H](CN(C)Cc1ccc(-c3ccccc3)cc1)O2 | 25
COc1ccc(CN(C)C[C@@H]2Oc3ccc(NS(=O)(=O)c4cccs4)cc3CC(=O)N([C@H](C)CO)C[C@@H]2C)cc1 | 4
CCn1c2ccccc2c2cc(CNCCc3ccc(Cl)cc3)ccc21 | -9
C[C@H]1CN([C@@H](C)CO)C(=O)c2cc(NC(=O)C3CC3)ccc2O[C@H]1CN(C)S(=O)(=O)c1ccccc1 | 0
CC(=O)NCCc1nc2ccccc2n1CCOc1ccccc1 | -5
COc1cc(Br)c(/C=N/NC(=O)c2ccccc2O)cc1OC | -12
C[C@@H]1CN([C@H](C)CO)C(=O)c2cc(NC(=O)C3CCCCC3)ccc2O[C@@H]1CN(C)Cc1ccc(Oc2ccccc2)cc1 | 14
Cc1noc(C)c1NC(=O)N(C)C[C@@H]1Oc2ccc(NC(=O)NC(C)C)cc2C(=O)N([C@H](C)CO)C[C@@H]1C | 5
CC1OC(Oc2ccc(-c3cc(=O)c4c(O)cc(OC5OC(CO)C(O)C(O)C5O)cc4o3)cc2)C(O)C(O)C1O (configuration not stated) | -9
O=C(O)CCCN1C(=O)c2cccc3cccc(c23)C1=O | 6
Cc1c(-c2ccccc2)[n+](=O)c(-c2ccc(Br)cc2)c(C)n1[O-] | -6
O=C(Nc1cccc2ccccc12)c1ccccc1NS(=O)(=O)c1cccc2cccnc12 | -3
C[C@@H]1CN([C@@H](C)CO)C(=O)Cc2cc(NC(=O)CCCN(C)C)ccc2O[C@@H]1CN(C)S(=O)(=O)c1cccs1 | -16

Reformatted as labelled records: part of the list above
Cc1noc(C)c1NC(=O)N(C)C[C@@H]1Oc2ccc(NC(=O)NC(C)C)cc2C(=O)N([C@H](C)CO)C[C@@H]1C
- U2OS ROS induce = 5

CC1OC(Oc2ccc(-c3cc(=O)c4c(O)cc(OC5OC(CO)C(O)C(O)C5O)cc4o3)cc2)C(O)C(O)C1O (configuration not stated)
- U2OS ROS induce = -9

O=C(O)CCCN1C(=O)c2cccc3cccc(c23)C1=O
- U2OS ROS induce = 6

Cc1c(-c2ccccc2)[n+](=O)c(-c2ccc(Br)cc2)c(C)n1[O-]
- U2OS ROS induce = -6

The list continues:
SMILES | U2OS ROS induce
COc1ccc(NC(=O)N(C)C[C@H]2Oc3ccc(NC(=O)Nc4ccc5c(c4)OCO5)cc3CC(=O)N([C@H](C)CO)C[C@H]2C)cc1 | 0
O=C(c1ccco1)N1CCN(c2ccc(C(F)(F)F)cn2)CC1 | 8
O=C(O)C1CC=CCC1C(=O)Nc1ccc(Cc2ccncc2)cc1 (configuration not stated) | 1
COc1ccccc1NC(=O)CCc1nc(-c2ccc(Cl)cc2)no1 | 17
Cc1ccc(S(=O)(=O)Nc2ccc3c(c2)C(=O)N([C@@H](C)CO)C[C@@H](C)[C@@H](CN(C)Cc2ccc(Cl)c(Cl)c2)O3)cc1 | 12
Cc1ccc(S(=O)(=O)NC(C)C(=O)Nc2ccc3c(c2)OCCO3)cc1 (configuration not stated) | -5
Cc1noc(C)c1S(=O)(=O)N(C)C[C@H]1Oc2ccc(NC(=O)Cc3ccccc3)cc2CC(=O)N([C@H](C)CO)C[C@H]1C | 6
Cc1ccc(C(C)C)c(OCC(=O)Nc2cccc3nsnc23)c1 | -5
C=CCOc1cc(C)nc(N2CCOCC2)n1 | -9
C[C@H](CO)N1C[C@H](C)[C@@H](CN(C)C(=O)Cc2ccccc2)OCc2cn(nn2)CCCC1=O | -5
Cc1ccccc1CSC(SCc1ccccc1C)=C(C#N)C(=O)NCc1ccco1 | 3
COc1ccc(CN(C)C[C@@H]2Oc3ccc(NS(=O)(=O)c4cccs4)cc3CC(=O)N([C@@H](C)CO)C[C@@H]2C)cc1 | 19
CNC[C@@H]1Oc2ccc(NS(C)(=O)=O)cc2CC(=O)N([C@H](C)CO)C[C@@H]1C | -3
C[C@@H]1CN([C@H](C)CO)C(=O)c2cccc(NC(=O)Nc3cccc4ccccc34)c2O[C@H]1CN(C)C(=O)NC1CCCCC1 | 62
C[C@@H]1CN([C@H](C)CO)C(=O)c2cc(NC(=O)Nc3cccc4ccccc34)ccc2O[C@H]1CN(C)C(=O)NC1CCCCC1 | -7
COc1ccc(CNCC2(c3ccccc3)CCCC2)cc1 | 5
COc1ccc(NC(=O)Nc2cccc3c2O[C@@H](CN(C)Cc2ccc(C(F)(F)F)cc2)[C@H](C)CN([C@H](C)CO)C3=O)cc1 | 23
O=C(O)c1cc2cc(Cl)ccc2oc1=O | -6
Cc1c(Cl)cccc1NC(=O)c1ccc(N2C(=O)c3ccccc3C2=O)cc1 | -10
COc1ccc(S(=O)(=O)N(C)C[C@H]2Oc3ccc(NC(=O)C4CC4)cc3CC(=O)N([C@@H](C)CO)C[C@@H]2C)cc1 | 11
CC1(C)CC(=O)C2=C(C1)NCN(Cc1ccc3c(c1)OCO3)C2 | 0
COc1cccc(NC(=O)N(C)C[C@H]2OCc3cn(nn3)CCCC(=O)N([C@H](C)CO)C[C@H]2C)c1 | -4
C[C@H](CO)N1C[C@H](C)[C@H](CN(C)Cc2ccccc2)Oc2ncc(-c3cccc(C(F)(F)F)c3)cc2C1=O | 42
Cc1cc(=O)[nH]c(SCC(=O)N2CCC(C(N)=O)CC2)n1 | -7
O=C(CCN1C(=O)c2ccccc2S1(=O)=O)Nc1ccc(Oc2ccccc2)cc1 | 0
Fc1ccc(-c2csc(N3CCN(C/C=C\c4ccccc4)CC3)n2)cc1 | 7
CC1(c2ccc3noc(-c4ccccc4)c3c2)OCCO1 | 3
COc1ccc(S(=O)(=O)N(C)C[C@H]2Oc3ccc(NC(=O)NC4CCCCC4)cc3CC(=O)N([C@@H](C)CO)C[C@@H]2C)cc1 | 6
C[C@@H]1CN([C@H](C)CO)C(=O)c2cc(NC(=O)C3CC3)ccc2O[C@@H]1CN(C)Cc1ccc(Cl)c(Cl)c1 | -2
CC1(C)Cc2c(sc3c2c(=O)n(Cc2ccccc2)c2nnc(SCC(=O)c4ccc(Br)cc4)n32)CO1 | -21

Reprinted at random: 5 compounds from above
SMILES | U2OS ROS induce
CC1(C)CC(=O)C2=C(C1)NCN(Cc1ccc3c(c1)OCO3)C2 | 0
O=C(c1ccco1)N1CCN(c2ccc(C(F)(F)F)cn2)CC1 | 8
C[C@@H]1CN([C@H](C)CO)C(=O)c2cc(NC(=O)C3CCCCC3)ccc2O[C@@H]1CN(C)Cc1ccc(Oc2ccccc2)cc1 | 14
CC1OC(Oc2ccc(-c3cc(=O)c4c(O)cc(OC5OC(CO)C(O)C(O)C5O)cc4o3)cc2)C(O)C(O)C1O (configuration not stated) | -9
Cc1noc(C)c1S(=O)(=O)N(C)C[C@H]1Oc2ccc(NC(=O)Cc3ccccc3)cc2CC(=O)N([C@H](C)CO)C[C@H]1C | 6

(further entries)
SMILES | U2OS ROS induce
C[C@H]1CN([C@@H](C)CO)C(=O)Cc2cc(NS(=O)(=O)c3cn(C)cn3)ccc2O[C@H]1CN(C)C(=O)Nc1ccccc1 | -4
CN(CC(=O)Nc1ccccc1C#N)S(=O)(=O)c1ccc(Br)cc1 | -10
C[C@H](CO)N1C[C@H](C)[C@H](CN(C)C(=O)Nc2ccc3c(c2)OCO3)Oc2c(NS(=O)(=O)c3ccc(F)cc3)cccc2C1=O | -6
O=C(COC(=O)C1CC(O)CN1C(=O)Oc1ccccc1)c1ccc(-c2ccccc2)cc1 (configuration not stated) | -2
Cc1noc(C)c1S(=O)(=O)Nc1cccc2c1O[C@@H](CN(C)C(=O)NC1CCCCC1)[C@@H](C)CN([C@H](C)CO)C2=O | -3
COc1ccccc1NC(=O)N(C)C[C@@H]1OCc2cn(nn2)CCCC(=O)N([C@H](C)CO)C[C@H]1C | 0
COc1ccc([N+](=O)[O-])cc1NC(=O)C1(c2ccc(OC)c(OC)c2)CCCCC1 | 149*
COc1ccc(Cn2c(SCc3cccc(C(F)(F)F)c3)nc3ccncc32)cc1 | -11
COc1ccc(-c2cnc3c(c2)C(=O)N([C@H](C)CO)C[C@H](C)[C@H](CN(C)S(=O)(=O)c2cn(C)cn2)O3)cc1 | 3
CCCn1c(=S)[nH]c2cc(C(=O)NCc3ccccc3)ccc2c1=O | 66
C[C@H](CO)N1C[C@H](C)[C@H](CN(C)S(=O)(=O)c2ccccc2)Oc2c(cccc2N(C)C)C1=O | -11
C[C@@H]1CCCCO[C@@H](CN(C)S(=O)(=O)c2ccc(F)cc2)[C@@H](C)CN([C@H](C)CO)C(=O)c2cc(NS(=O)(=O)c3ccc(Cl)cc3)ccc2O1 | 72
O=S(=O)(N[C@H]1CCN(Cc2cccc(OCCO)c2)C1)c1ccc2ccccc2c1 | 18
CCOc1ccc2c(c1)sc(=NC(=O)CCOc1ccccc1)n2C | 2
Cc1nc2c(C(=O)NC(C)C)cnn2c(C)c1Cc1c(F)cccc1Cl | 45

Some values from above.
Under U2OS ROS induce, O=C(COC(=O)C1CC(O)CN1C(=O)Oc1ccccc1)c1ccc(-c2ccccc2)cc1 (configuration not stated) shows -2
Under U2OS ROS induce, Cc1c(-c2ccccc2)[n+](=O)c(-c2ccc(Br)cc2)c(C)n1[O-] shows -6

Later entries
SMILES | U2OS ROS induce
CC1CCC/C=C/C(=O)c2c(O)cc(O)cc2CC(=O)O1 (configuration not stated) | 91*
C[C@H](CO)N1C[C@H](C)[C@H](CN(C)Cc2ccc3c(c2)OCCN3C)OCc2cn(nn2)CCCC1=O | -7
COc1ccc(C(=O)Cn2c(=O)c(CCC(=O)O)nn3c4ccccc4nc23)cc1OC | -3
COc1ccc(NC(=O)O[C@@H](c2ccc(OCCO)cc2)[C@@H](C)CCO)cc1 | 1
NNC(=S)NCc1ccc(F)cc1 | -23
Cc1noc(C)c1S(=O)(=O)Nc1ccc2c(c1)C(=O)N([C@H](C)CO)C[C@@H](C)[C@H](CN(C)S(=O)(=O)c1cn(C)cn1)O2 | 3
Cc1cccc(C)c1Nc1nc2c(C)cc(C)c(C)c2s1 | 37
O=C(c1ccc(Cl)cc1)c1oc2ccccc2c1-c1cnn(-c2ccccc2)c1 | 2
Cn1c(SCc2ccc(F)cc2)nc2ccc(C(=O)NCCc3ccc(Cl)cc3)cc21 | 34
CC1=Nc2cc(C(=O)O)ccc2Sc2c(C)ccc(C)c21 | 13
C[C@@H]1CCCCO[C@H](CN(C)C(=O)CCC(F)(F)F)[C@@H](C)CN([C@H](C)CO)C(=O)c2cc(NS(C)(=O)=O)ccc2O1 | 2
COCCN1C(=O)/C(=C2/C(=O)N(OC)c3ccccc32)SC1=S | 14
COc1cc(NS(=O)(=O)c2ccc(NC(=O)c3cccc4ccccc34)cc2)ncn1 | 1
COc1ccc(S(=O)(=O)N(C)C[C@@H]2Oc3ccc(NC(=O)CCCN(C)C)cc3C(=O)N([C@@H](C)CO)C[C@H]2C)cc1 | -8
COc1ccc(S(=O)(=O)Nc2ccc3c(c2)C(=O)N([C@H](C)CO)C[C@H](C)[C@H](CN(C)Cc2ccncc2)OCCCC[C@@H](C)O3)cc1 | 30
COc1ccc(-c2cnc3c(c2)C(=O)N([C@H](C)CO)C[C@H](C)[C@H](CN(C)S(=O)(=O)c2ccc(F)cc2)O3)cc1 | 41
N#C/C(=C\Nc1ccc(C(N)=O)cc1)c1nc(-c2ccccc2)cs1 | 5
C=C1CC[C@@]2(OC1)O[C@H]1CC3[C@@H]4CC=C5C[C@H](O[C@@H]6OC[C@H](O)[C@H](O)[C@H]6O[C@@H]6O[C@@H](C)[C@H](O)[C@@H](O)[C@H]6O)C[C@@H](O)[C@]5(C)C4CC[C@]3(C)[C@H]1[C@@H]2C (some centres not stated) | 1
Cc1ccc(S(=O)(=O)N(C)C[C@H]2Oc3ccc(NC(=O)CCN4CCOCC4)cc3C(=O)N([C@@H](C)CO)C[C@H]2C)cc1 | -5
C[C@@H]1CN([C@H](C)CO)C(=O)Cc2cc(NC(=O)CCN3CCOCC3)ccc2O[C@@H]1CN(C)S(=O)(=O)c1ccc(Cl)cc1 | 5
C[C@@H]1CCCCO[C@@H](CN(C)S(=O)(=O)c2ccccc2)[C@@H](C)CN([C@H](C)CO)C(=O)c2cc(NC(=O)c3ccncc3)ccc2O1 | 3
Cc1noc(C)c1S(=O)(=O)Nc1ccc2c(c1)C(=O)N([C@@H](C)CO)C[C@H](C)[C@H](CN(C)Cc1ccc(Oc3ccccc3)cc1)O2 | 3
O=C1Nc2ccc(S(=O)(=O)NCCCO)c3cccc1c23 | -1
C[C@H]1CN([C@@H](C)CO)C(=O)c2cccc(NS(=O)(=O)c3ccc(Cl)cc3)c2O[C@@H]1CN(C)Cc1ccc(Oc2ccccc2)cc1 | 23
CC(C)NC(=O)Nc1ccc2c(c1)C(=O)N([C@H](C)CO)C[C@H](C)[C@H](CN(C)Cc1ccc(C(=O)Nc3ccccc3N)cc1)OCCCC[C@@H](C)O2 | 6
CC(C)c1ccc(NC(=O)c2ccc3snnc3c2)cc1 | -11
O=C(Cn1c2ccccc2c2cn[nH]c(=O)c21)NCc1cccnc1 | -9
COc1ccc(N(CC(=O)Nc2cccc(Br)c2)S(C)(=O)=O)cc1 | 5
C[C@H]1CN([C@@H](C)CO)C(=O)Cc2cc(NC(=O)Cn3cnnn3)ccc2O[C@H]1CN(C)C(=O)NC1CCCCC1 | 10
CCN(CCS(=O)(=O)c1ccc(C)cc1)C(=O)c1ccc(-c2cc(C(F)(F)F)nn2C)s1 | -2
NC(=O)CN1C(=O)CCSc2ccccc21 | -22
COc1ccc(S(=O)(=O)Nc2cccc3c2O[C@@H](CN(C)Cc2ccccc2)[C@H](C)CN([C@H](C)CO)C3=O)cc1 | -5
COc1cc(C2OCC3(OC4OC(CO)C(O)C(O)C4O)C(c4ccc(O)c(OC)c4)OCC23)ccc1O (configuration not stated) | 1
O=C(CSc1nnc(-c2ccccn2)n1-c1ccccc1)Nc1ccc(Br)cc1 | -4

A portion of the library; the hit share may differ from the screen's.
